NS3 helicase inh – inhibitors of HCV NS3 helicase, primary screen, biochemical, Cy5 molecular beacon fluorescence; Hepatitis C virus NS3 helicase; NS3 helicase DNA unwinding; inhibition, % at 10.9 µM; 290,000 tested, 0.56% active;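 active = inhibition above the mean of all tested compounds plus 3 SD, set per campaign, cut at about 35% in these data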;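 also: 0% = DMSO wells and 100% = thioflavine S control wells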
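System: Hepatitis C virus NS3 helicase domain fragment enzyme | Reagent: Annealed dual-labelled DNA beacon duplex, ATP-started | Compound dosing: 10.9 µM single point, 0.8% DMSO | Incubation: 1 h reaction at 25 °C, ATP-initiated | Technique: Cy5 fluorescence | Evaluation: Percent inhibition from t60/t0 fluorescence ratio | Benchmarks: Low DMSO, high thioflavine S at 110 µM | Replication: Singlicate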
V1R ag counter – agonists of human V1a receptor, primary screen, counter-screen for OXTR agonist project, fluorescence, CHO-V1R cells. Fluo-8 calcium fluorescence, agonist mode; 0% DMSO, 100% 3 nM vasopressin. activation, % at 3 µM. 320,000 tested, 0.25% active. Vasopressin V1a receptor (Homo sapiens), P37288;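 active = activation above the mean activation of all tested compounds plus 3 SD, per screening run, cut at about 20% in these data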;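 also: signal is peak over basal fluorescence ratio across a 100 second FLIPR read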
GPR7 antag – GPR7 receptor antagonists, primary screen, cell-based, fluorescence, single concentration; Neuropeptides B/W receptor type 1 (Homo sapiens), P48145; GPR7-expressing cells, fluorescence antagonist assay; inhibition, % at 4.4 µM; 290,000 tested, 1.1% active; AID 1861, 2009; in the data active = inhibition above about 16%, passing the limit was not always enough;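 also: cells stimulated with the agonist NPW; 0% = agonist with vehicle and 100% = vehicle without agonist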
Target sequence (P48145 whole entry, looked up): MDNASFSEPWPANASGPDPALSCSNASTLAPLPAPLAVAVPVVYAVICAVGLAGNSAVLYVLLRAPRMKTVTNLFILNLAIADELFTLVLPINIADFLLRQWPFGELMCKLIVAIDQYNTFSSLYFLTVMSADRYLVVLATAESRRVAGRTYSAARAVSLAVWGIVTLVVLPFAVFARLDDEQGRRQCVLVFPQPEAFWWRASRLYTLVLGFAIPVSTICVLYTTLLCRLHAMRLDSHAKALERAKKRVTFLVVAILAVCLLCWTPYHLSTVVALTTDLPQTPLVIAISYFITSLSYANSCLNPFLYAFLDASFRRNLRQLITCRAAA
PHOSPHO1 block – PubChem AID 1565 | Phosphoethanolamine/phosphocholine phosphatase (Homo sapiens), Q8TCT1 | recombinant PHOSPHO1, absorbance phosphatase assay | inhibition, % at 13.3 µM | 290,000 tested, 1.1% active; in the data active = inhibition above about 60%
FID counter – compounds displacing fluorescent DNA intercalator, primary screen, artefact control for HCV NS3 helicase inhibitor project, biochemical, FID fluorescence; inhibition, % at 7.9 µM; DNA fluorescent intercalator displacement; AID 1845, 2009; 290,000 tested, 0.17% active; in the data active = inhibition above about 37%;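 also: 0% = vehicle and 100% = reference compound; higher means more ethidium bromide displaced from hairpin DNA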
OXTR agonist – human OXTR agonists, primary screen, fluorescence, CHO-OTR cells, Fluo-8 calcium; activation, % at 3 µM; Oxytocin receptor (Homo sapiens), P30559; Fluo-8 calcium fluorescence; normalized: DMSO 0%, oxytocin 100%; 320,000 tested, 0.32% active;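 active = activation above the mean of all tested compounds plus 3 SD, cutoff set per screening run, cut at about 20% in these data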;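 also: peak over basal fluorescence ratio from a 100 s FLIPR kinetic read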
Target sequence (P30559 whole entry, looked up): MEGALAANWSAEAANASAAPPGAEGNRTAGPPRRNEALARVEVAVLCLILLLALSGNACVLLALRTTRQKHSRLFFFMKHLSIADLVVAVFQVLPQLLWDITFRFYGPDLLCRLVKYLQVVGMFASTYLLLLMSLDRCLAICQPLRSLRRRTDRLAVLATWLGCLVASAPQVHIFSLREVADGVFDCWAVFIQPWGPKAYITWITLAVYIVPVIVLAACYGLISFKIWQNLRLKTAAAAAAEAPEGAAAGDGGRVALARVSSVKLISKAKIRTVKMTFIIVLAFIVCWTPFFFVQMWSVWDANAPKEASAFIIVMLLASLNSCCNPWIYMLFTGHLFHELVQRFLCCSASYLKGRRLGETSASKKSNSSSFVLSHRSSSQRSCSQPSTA
IMP-1 inh – IMP-1 metallo-beta-lactamase inhibitors, primary screen, biochemical, epi-absorbance readout, Pseudomonas aeruginosa enzyme. inhibition, % at 5.6 µM. 290,000 tested, 0.45% active. purified IMP-1, nitrocefin hydrolysis, epi-absorbance fluorescence. metallo-beta-lactamase IMP-1 (Pseudomonas aeruginosa);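 active = inhibition above the mean plus 3 SD of all compounds in the same screening run, cut at about 4.5% in these data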;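 also: 0% = IMP-1 with DMSO and 100% = DMSO wells lacking enzyme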
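System – purified recombinant IMP-1 beta-lactamase · Input – IMP-1 dispensed at 0.2 nM · Timing – 15 min preincubation plus 25 min reaction at 25 °C · Signal – Epi-absorbance fluorescence, 480 nm excitation, 530 nm emission · Measure – percent IMP-1 inhibition derived from blank-referenced optical density · Controls – Enzyme-plus-DMSO low control, enzyme-free DMSO high control · Replication – singlicate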
VIM-2 inhibitor – VIM-2 metallo-beta-lactamase inhibitors, primary screen, biochemical, epi-absorbance readout, Pseudomonas aeruginosa enzyme; purified VIM-2, nitrocefin hydrolysis, epi-absorbance fluorescence; inhibition, % at 5.6 µM; 290,000 tested, 0.89% active; AID 1527, 2009;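 active = inhibition above the mean of all tested compounds plus 3 SD, cutoff set per screening run, cut at about 7.5% in these data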;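 also: red hydrolysis product quenches plate fluorescence so inhibitors raise well fluorescence; 0% = enzyme with DMSO and 100% = DMSO without enzyme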
GalR3 antagonist – GalR3 antagonists in HEK293 cells, primary screen, cell-based, fluorescence readout. Galanin receptor type 3 (Homo sapiens), O60755. HEK293 GalR3-CNG cAMP membrane potential fluorescence; galR3 body fused to GalR1 C-terminus. inhibition, % at 3 µM. 360,000 tested, 0.44% active. AID 651719, 2012;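 active = inhibition above the screen-wide average plus 3 SD, cut at about 13% in these data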;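 also: forskolin and galanin both at EC90 stimulate the cells; cAMP rise reported by CNG channel membrane potential dye signal; 0% = forskolin plus galanin with DMSO and 100% = forskolin alone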
Target sequence (O60755 1-299 limits assumed): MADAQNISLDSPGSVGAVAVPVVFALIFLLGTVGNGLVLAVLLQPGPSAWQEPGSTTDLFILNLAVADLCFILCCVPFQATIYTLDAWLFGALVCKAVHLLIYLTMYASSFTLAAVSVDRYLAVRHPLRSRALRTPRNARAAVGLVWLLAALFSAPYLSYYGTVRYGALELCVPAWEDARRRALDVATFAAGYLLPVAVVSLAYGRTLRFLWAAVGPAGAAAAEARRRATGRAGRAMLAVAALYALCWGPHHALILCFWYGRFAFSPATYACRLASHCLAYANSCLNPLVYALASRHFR
Numbers without * were called inactive; / = not tested or not shown.

Results follow in this order: NS3 helicase inh, V1R ag counter, GPR7 antag, PHOSPHO1 block, FID counter, OXTR agonist, IMP-1 inh, VIM-2 inhibitor, GalR3 antagonist
O=[N+]([O-])c1ccc(/C=N/Nc2ncc(-c3ccccc3)cn2)cc1
→ 3.4, /, -2.2, 36.7, 2.7, /, -2.8, -2.9, -3.9
Cc1cccc(N2CCN(C(=O)c3cccc(NC4=NC5CS(=O)(=O)CC5S4)c3)CC2)c1C (stereo not given)
→ 7.8, 0.1, -4.7, 28.1, -44.2, -0.3, -2.9, -2.2, /
C=CCn1c(COc2ccccc2F)nnc1SCC(=O)Nc1cc(C)on1
→ -1.6, 0.2, -17.4, 42.8, -3.1, -0.8, -2.5, -0.3, -0.3
COc1ccccc1NC(=O)C1=C(C)Nc2nnnn2C1c1ccncc1 (stereo not given)
→ 1.7, -0.4, -1.9, 45.9, -5.8, 1.1, -3.2, -1.3, -4.7
CCCOc1ccc(Cc2c(O)nc(SC)[nH]c2=O)cc1
→ -4.3, -0.1, -6.7, 49.6, -3.5, -0.2, -1.3, -0.8, -9.0
CN(Cc1ccccc1)C(=O)CCS(=O)(=O)c1ccc2c(c1)oc(=O)n2C
→ -1.6, 0.1, -9.1, 43.7, -12.7, 0.3, -1.3, -2.0, -0.9
Cc1coc2cc3oc(=O)c(CCC(=O)NCC(=O)O)c(C)c3cc12
→ 5.6, /, -2.8, 30.8, -19.1, /, -3.8, -2.0, -9.1
Nc1nc(Nc2cccc(F)c2)nc(NCCO)c1[N+](=O)[O-]
→ -4.1, -1.3, -18.2, 27.3, -1.9, -2.5, -1.1, -1.3, -2.6
CC(=NC(C)C)C1=C(O)C(C)OC1=O (stereo not given)
→ 5.2, 0.3, -14.5, 3.9, -3.1, 0.0, -3.8, -6.1, -4.3
COc1ccc(N(C)S(=O)(=O)c2ccc3c(c2)CC(C)N3C(=O)C2CC2)c(OC)c1 (stereo not given)
→ -11.1, 7.2, 1.1, -4.5, -45.5, 5.5, -3.9, -7.3, -7.3
COc1cc(-n2c(N)c(C(=O)NCc3ccco3)c3nc4ccccc4nc32)cc(OC)c1OC
→ 2.5, 1.9, 4.3, 2.3, -23.1, 3.8, -1.1, 1.3, -6.5
Cc1cccn2c(=O)c3cc(C(=O)NC4CCCC4)c(=N)n(CCc4ccccc4)c3nc12
→ -15.9, 0.1, -7.7, 46.2, 5.5, -0.4, -4.1, 3.9, -8.2
CCN(CCCNS(=O)(=O)c1ccc2c(c1)CCN2C(C)=O)c1cccc(C)c1
→ -2.0, 6.8, 12.8, 15.2, -13.3, 7.5, -3.2, -2.3, -1.3
CCCC(=O)n1nc(-c2ccc(Cl)cc2)nc1SC
→ 7.2, -0.3, -4.5, 8.9, 2.2, -1.7, -0.2, -0.3, -3.6
Oc1ccccc1CN1CCCC(N2CCc3ccccc3C2)C1 (stereo not given)
→ -6.8, 0.2, -7.3, 8.5, -3.4, -0.1, -2.1, -3.4, -7.4
CCC(=O)OCCNc1cc(Sc2nc3ccccc3s2)c2nonc2c1[N+](=O)[O-]
→ -8.4, 0.5, 1.9, 88.1*, -2.9, 0.9, -3.8, -3.6, -3.3
Cc1cc2ccccc2nc1SCC(=O)NC1CCCC1
→ 4.5, -0.9, 12.5, 23.8, -16.4, -2.8, -2.0, -3.2, -3.5
CC(=O)c1coc2c1cc(O)c1ccccc12
→ -2.1, 1.1, 1.4, 64.4*, 0.4, 1.9, -3.6, 0.7, -5.7
Cc1ccc(CN2CCN(Cc3cn[nH]c3-c3ccccc3)CC2CCO)o1 (stereo not given)
→ 5.3, 0.5, -11.7, 56.0, -4.2, 1.5, -1.9, -1.3, -1.2
CCOc1ccc(CN(C(=O)c2cc(=O)c3cc(C)cc(C)c3o2)C2CCS(=O)(=O)C2)cc1 (stereo not given)
→ 1.3, 1.8, -6.2, 18.3, -38.8, 1.2, -3.7, 0.5, 16.7*

Further results.
Results follow in this order: NS3 helicase inh, V1R ag counter, GPR7 antag, PHOSPHO1 block, FID counter, OXTR agonist, IMP-1 inh, VIM-2 inhibitor, GalR3 antagonist
COC(=O)Nc1ccc(S(=O)(=O)N2CCCCC2C(=O)NCc2ccco2)cc1 (stereo not given)
→ 12.6, 1.0, 5.3, -7.4, -8.7, 0.5, -4.6, -1.5, -1.1
Cc1sc2ncnc(NC(C)C(=O)O)c2c1C (stereo not given)
→ -6.7, 0.8, -2.6, 39.5, 7.8, 0.9, -0.4, -0.9, 4.0
COc1ccccc1N1CCN(c2nc(C)cc(=O)[nH]2)CC1
→ -1.1, 0.6, -12.1, /, -6.8, -1.3, 0.6, -1.8, -6.6
O=C(c1ccccc1F)N1CCC(O)(c2cccnc2)CC1
→ -1.9, 0.5, -14.1, 14.5, 1.8, 1.2, -1.8, -4.5, 1.1
COc1ccccc1-n1c(=O)c(C#N)c(-c2ccc([N+](=O)[O-])cc2)c2cc(C(=O)c3cc(F)ccc3O)cnc21
→ 1.0, 1.2, 6.8, 17.0, 5.0, -0.2, -2.8, -0.4, 3.7
CC(C)(CCC(=S)N1CCOCC1)C1CCCCC1
→ -4.2, -0.7, -4.5, -101.0, -23.8, -1.4, -3.8, -1.0, -8.0
CCOC(=O)CSCC(=O)Nc1cc(C)ccc1C
→ 10.3, 0.2, -2.9, 3.7, -3.6, 0.4, -3.6, -2.6, /
O=C(N/N=C/c1c[nH]c2ccccc12)c1cccc(Cl)c1
→ -11.4, -1.1, 5.0, 32.7, -2.9, 1.0, -5.6, -1.9, -8.8
O=S(=O)(c1ccc(F)c(F)c1F)N1CCN(C(=S)NCc2ccccc2)CC1
→ 2.9, 0.6, 1.1, 24.4, -12.0, 10.6, -2.2, -1.1, 1.1
CCCCc1n[nH]c(=S)n1Cc1ccc(Cl)cc1
→ 2.4, 0.0, -8.6, -22.7, -17.8, -2.3, -3.1, 15.4*, -3.3
Cc1ccc(C(=O)Nc2ccccc2C(N)=O)o1
→ 6.0, -0.5, -10.3, -21.8, 0.0, -0.5, -4.4, -0.7, -3.8
COc1ccc(C(C#N)c2ccc(=O)[nH]n2)cc1 (stereo not given)
→ 3.4, 1.1, -14.8, 12.0, -0.2, 0.0, -0.4, -0.9, -2.5
COc1ccc(CNC(=O)C2=CC(c3ccc(C)cc3)=NS(=O)(=O)N2C)cc1
→ -12.7, 0.0, -7.6, 17.6, -14.3, -0.7, -1.5, -0.6, /
FC(F)(F)c1cccc(NCc2cn3cccnc3n2)c1
→ 12.2, 0.0, 11.0, 20.8, -5.2, 0.8, -5.1, -5.1, /
COc1ccc(NC(=O)CSc2nnc(-c3ccccc3)n2Cc2ccco2)cc1OC
→ -5.0, -0.8, -4.1, 44.2, -30.1, -0.5, -1.9, -2.0, -4.2
COC(=O)c1ccc(/C=C2\Oc3ccccc3NC2=O)cc1
→ -26.6, 0.5, -8.8, 11.4, -14.5, -0.4, -0.4, 0.6, -11.5
CCOC(=O)c1ccc(NC(=O)COc2ccc(CNC3CCCCC3)cc2OC)cc1
→ -39.4, 2.4, -1.7, 22.6, 30.7, 3.6, -3.0, -0.3, -3.2
COc1cc2c(cc1OC)C(NC(=O)C(F)(F)F)CNC2=O (stereo not given)
→ -2.5, -0.1, 4.4, 40.8, 3.6, 1.0, -1.6, 0.3, -6.3
Cc1cc(NC(=O)CCCn2nc([N+](=O)[O-])cc2C)no1
→ 0.5, 1.3, -1.1, 24.3, 3.8, 0.9, -2.9, 0.0, 0.5
COc1ccc(C)cc1NC(=O)CCC(=O)Nc1ccc2nc(N3CCN(C)CC3)cc(C)c2c1
→ -11.1, 0.0, -5.3, -6.8, 16.2, -0.1, -2.1, -3.2, /

More entries
Results follow in this order: NS3 helicase inh, V1R ag counter, GPR7 antag, PHOSPHO1 block, FID counter, OXTR agonist, IMP-1 inh, VIM-2 inhibitor, GalR3 antagonist
CCC(CC)NC(=O)Nc1ccc(F)cc1F
→ 2.4, 0.8, -8.1, 1.2, 1.7, -0.4, -1.8, -3.7, -4.1
CCCc1cc(=O)[nH]c(=S)[nH]1
→ 9.0, 0.0, -2.5, -1.4, -6.5, 0.3, -2.5, 1.3, /
Cc1c(C(=O)N(C)C2CCCCC2)sc2ncnc(N3CCN(c4ccccc4F)CC3)c12
→ -15.0, -1.5, -14.9, 23.9, -61.9, -2.3, -3.2, -1.5, /
Cc1cc(Nc2ccc(N3CCOCC3)cc2)c2cccc(C)c2n1
→ 3.1, -0.2, 16.2, -0.8, 4.4, -1.6, -1.0, 2.2, -4.2
Cc1ccc(NC(=O)N2CCC(NC(=O)c3cccc(F)c3)CC2)cc1
→ 1.6, 0.8, -4.2, 26.9, -17.6, 0.2, -3.4, -4.3, -9.8
CC(C)(C)OC(=O)NCCc1nnc(SCc2c(Cl)cccc2Cl)o1
→ -2.8, 0.1, 3.9, 16.2, -35.5, -1.5, 1.4, -6.5, 2.9
CCc1nnc(NC(=O)CSc2nnc(CCc3nc4ccccc4[nH]3)n2C)s1
→ 7.8, -0.3, -1.4, -1.3, 1.3, -0.2, -3.5, -0.5, -3.4
Cc1ccc2[nH]c3c(=O)n(Cc4ccco4)cnc3c2c1
→ -5.2, -1.2, 0.8, 28.1, -3.1, -0.7, -3.1, -1.9, 0.5
CN(C)S(=O)(=O)c1ccc2oc(SCC(N)=O)nc2c1
→ -0.1, 0.7, -3.5, -4.4, 2.7, 1.0, -3.1, -1.5, -2.0
O=C(NCCc1cscn1)C1CCC(=O)N(Cc2ccc(Cl)cc2)C1 (stereo not given)
→ 1.6, 2.2, -11.4, 30.1, -15.6, -0.9, -2.2, -1.6, -1.3

Source: PubChem (several laboratories)
